PAFAH1B2 FP inh – PAFAH1B2 enzyme inhibitors, primary screen, biochemical, fluorescence polarization, human; recombinant PAFAH1B2, FP-rhodamine activity probe; inhibition, % at 3.39 µM; actives 1.2% (n = 340,000); AID 492953, 2010;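 active = inhibition above the mean of all tested compounds plus 3 SD, cut at about 24% in these data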;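 also: 0% = enzyme with DMSO and 100% = wells lacking PAFAH1B2; many of its hits are not listed in these tables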
Target sequence (P68402 whole entry, looked up): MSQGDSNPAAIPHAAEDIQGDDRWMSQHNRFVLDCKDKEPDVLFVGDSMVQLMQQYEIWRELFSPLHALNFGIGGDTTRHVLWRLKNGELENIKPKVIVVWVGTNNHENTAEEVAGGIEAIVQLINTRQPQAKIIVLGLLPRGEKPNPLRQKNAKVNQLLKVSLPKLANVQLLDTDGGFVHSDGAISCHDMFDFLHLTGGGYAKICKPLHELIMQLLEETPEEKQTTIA
PAFAH2 FP inh – PAFAH2 enzyme inhibitors, primary screen, biochemical, fluorescence polarization, human; actives 0.99% (n = 340,000); recombinant PAFAH2, FP-rhodamine activity probe; inhibition, % at 3.39 µM;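 active = inhibition above the mean over all tested compounds plus 3 SD, cut at about 30% in these data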;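 also: inhibitors block probe labeling of enzyme so polarization drops; 0% = enzyme with DMSO and 100% = wells lacking PAFAH2 protein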
PAFAH1B3 FP inh – PAFAH1B3 enzyme inhibitors, primary screen, biochemical, fluorescence polarization, human; Platelet-activating factor acetylhydrolase IB subunit alpha1 (Homo sapiens), Q15102; recombinant PAFAH1B3, FP-rhodamine probe; inhibition, % at 3.39 µM; actives 0.28% (n = 340,000); AID 492972, 2010;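 active = inhibition above the screen-wide average of all tested compounds plus 3 SD, cut at about 25% in these data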;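 also: 0% = enzyme with DMSO only and 100% = wells lacking PAFAH1B3 protein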
Fam108B inh – mouse Fam108B serine hydrolase inhibitors, primary screen, counter-screen for RBBP9 inhibitor project, biochemical, fluorescence polarization; AID 1947, 2009; inhibition, % at 9.51 µM; recombinant Fam108B, FP-Rh probe fluorescence polarization; actives 0.33% (n = 300,000);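 active = inhibition above the screen mean inhibition plus 3 SD, computed separately per campaign, cut at about 18% in these data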;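 also: inhibitors lower polarization as less probe binds the enzyme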
PAD4 inh – human PAD4 inhibitors, primary screen, biochemical, fluorescence polarization, 1536-well format | inhibition, % at 6.36 µM | actives 0.41% (n = 330,000) | Protein-arginine deiminase type-4 (Homo sapiens), Q9UM07 | recombinant PAD4, RCA probe fluorescence polarization | AID 485272, 2010;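 active = percent inhibition above a cutoff equal to the mean of all tested compounds plus 3 SD, cut at about 15% in these data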;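 also: 0% = PAD4 with RCA probe and DMSO and 100% = probe without PAD4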
GSTO1 inh – inhibitors of recombinant GSTO1, primary screen, counter-screen for RBBP9 inhibitor project, biochemical, fluorescence polarization | Glutathione S-transferase omega-1 (Homo sapiens), P78417 | activity-based probe fluorescence polarization | inhibition, % at 5.96 µM | actives 1.1% (n = 300,000) | AID 1974, 2009;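 active = inhibition above the campaign mean inhibition plus 3 SD, cut at about 35% in these data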;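 also: 0% = GSTO1-1 with DMSO and 100% = wells lacking GSTO1-1 enzyme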
pPAFAH inh – pPAFAH enzyme inhibitors, primary screen, biochemical, fluorescence polarization, human | actives 1.5% (n = 330,000) | recombinant pPAFAH, FP-rhodamine probe fluorescence polarization | inhibition, % at 3.39 µM | Platelet-activating factor acetylhydrolase (Homo sapiens), Q13093 | AID 463082, 2010;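 active = inhibition above the mean inhibition across the screen plus 3 SD, cut at about 25% in these data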;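 also: inhibitors block binding of the rhodamine activity-based probe so polarization drops; 0% = enzyme with DMSO and 100% = wells lacking pPAFAH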
Target sequence (Q13093 whole entry, looked up): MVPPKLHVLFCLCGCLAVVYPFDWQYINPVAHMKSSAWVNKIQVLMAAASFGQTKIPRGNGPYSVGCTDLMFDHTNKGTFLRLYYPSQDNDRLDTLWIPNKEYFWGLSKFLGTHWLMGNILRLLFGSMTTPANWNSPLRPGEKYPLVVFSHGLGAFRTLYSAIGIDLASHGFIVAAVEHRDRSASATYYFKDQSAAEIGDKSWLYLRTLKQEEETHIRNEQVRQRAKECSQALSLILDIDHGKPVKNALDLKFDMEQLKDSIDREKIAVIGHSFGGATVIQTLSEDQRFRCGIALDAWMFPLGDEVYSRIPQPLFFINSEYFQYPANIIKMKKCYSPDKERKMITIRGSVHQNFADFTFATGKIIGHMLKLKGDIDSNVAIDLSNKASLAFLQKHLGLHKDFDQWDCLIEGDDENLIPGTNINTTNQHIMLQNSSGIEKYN
PME-1 primary – PME-1 inhibitors via competitive probe labeling, primary screen, biochemical, fluorescence polarization, FP-Rh probe, HTS | inhibition, % at 5.9 µM | recombinant PME-1 | actives 0.53% (n = 320,000) | Protein phosphatase methylesterase 1 (Homo sapiens), Q9Y570;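 active = inhibition above the campaign mean of all compounds plus 3 SD, cut at about 26% in these data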;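 also: competitive labeling of PME-1 active site by serine hydrolase directed probe; 0% = PME-1 with DMSO and 100% = wells lacking PME-1 enzyme; inhibitors block probe labeling so polarization falls and inhibition rises; many of its hits are not listed in these tables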
Target sequence (Q9Y570 whole entry, looked up): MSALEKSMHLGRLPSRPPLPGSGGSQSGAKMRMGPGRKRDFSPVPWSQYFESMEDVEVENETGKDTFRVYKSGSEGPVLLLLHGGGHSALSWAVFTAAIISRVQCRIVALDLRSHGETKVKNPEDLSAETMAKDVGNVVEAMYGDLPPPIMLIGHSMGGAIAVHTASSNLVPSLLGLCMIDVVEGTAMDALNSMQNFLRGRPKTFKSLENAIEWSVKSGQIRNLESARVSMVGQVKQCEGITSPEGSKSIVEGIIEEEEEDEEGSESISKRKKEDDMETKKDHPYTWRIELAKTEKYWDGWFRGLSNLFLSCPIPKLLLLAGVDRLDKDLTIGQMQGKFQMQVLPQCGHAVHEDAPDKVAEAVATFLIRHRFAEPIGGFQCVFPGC
LYPLA1 inh – LYPLA1 inhibitors, primary screen, counter-screen for PME1 inhibitor project, biochemical, fluorescence polarization, FP-Rh probe ABPP | Acyl-protein thioesterase 1 (Homo sapiens), O75608 | recombinant LYPLA1 | inhibition, % at 5.9 µM | actives 0.16% (n = 320,000) | AID 2174, 2009;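 active = inhibition above the mean of all tested compounds plus 3 SD, set per campaign, cut at about 14% in these data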;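 also: inhibitors block serine hydrolase probe labeling of LYPLA1 so polarization falls; 0% = enzyme with DMSO and 100% = wells lacking LYPLA1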
Numbers without * were called inactive.

Below each compound – PAFAH1B2 FP inh, PAFAH2 FP inh, PAFAH1B3 FP inh, Fam108B inh, PAD4 inh, GSTO1 inh, pPAFAH inh, PME-1 primary, LYPLA1 inh
Cc1ccc(-c2nn3c(C)nnc3c3ccccc23)cc1S(=O)(=O)NCc1ccco1
→ -1.6, 7.9, 3.3, -6.9, 0.5, -6.5, 7.3, 3.9, -2.5
COc1ccc(CNC(=O)c2ccccc2SC)cc1
→ -5.4, -1.7, 1.8, 5.2, 5.7, 0.1, -1.8, 3.4, 0.5
COc1ccccc1N1CCN(C(=O)COc2cc(C)cc3oc(=O)cc(C)c23)CC1
→ -5.2, -4.8, 4.0, 3.6, -1.5, 6.0, 5.4, -4.3, 2.9
COc1ccccc1C(=O)Nc1ccc2c(c1)CCCN2C(=O)c1cccs1
→ 5.0, -4.7, 7.5, 2.5, -2.4, 0.3, 4.2, 5.5, -2.1
COc1ccc(C2CC(=O)C=C(NCc3ccc4c(c3)OCO4)C2)cc1 (centres undefined)
→ 7.5, 12.3, 2.8, -1.5, 5.8, -0.4, 0.8, -0.5, 3.3
COc1ccc(Br)cc1/C=N/NC(=O)c1ccco1
→ 1.7, -1.3, 2.6, 3.7, 1.8, -11.3, 0.9, 4.5, 0.3
COc1ccc(NC(=S)NCCCN2CCN(C3CCCCC3)CC2)cc1
→ 1.9, -4.5, 0.9, -4.9, 2.1, 3.5, 0.7, -4.0, -0.8
CCCOc1ccc(CNC(=O)Cn2ncc3ccccc32)cc1
→ 0.8, 1.7, 3.0, 0.4, -1.8, 9.3, 4.2, -2.8, -1.1
CCn1c(-c2ccccc2Cl)nn(CC(=O)Nc2ccccc2OC)c1=S
→ 0.3, 7.0, 2.9, 0.7, -1.6, 3.4, -1.3, -3.9, -2.5
CC1(C)Oc2cc(N)c([N+](=O)[O-])cc2O1
→ -5.2, 2.4, 7.0, -0.9, -11.2, 11.8, 18.8, -2.7, -1.1
O=C(CNC(=O)c1ccccc1F)OC(C(=O)Nc1cc(C(F)(F)F)ccc1Cl)c1ccccc1 (centres undefined)
→ 2.3, -0.8, 6.8, -11.0, -1.4, -6.6, -0.1, -4.2, -9.8
CCCN1CCN(C(=O)Nc2ccc(C(=O)OCC)cc2)CC1
→ 2.7, 6.5, 6.9, 0.0, 1.7, 0.5, 0.5, -0.4, 0.1
CC(=O)c1ccc(NC(=O)C2CCCNC2=O)cc1 (centres undefined)
→ -1.2, -4.5, 0.1, -1.2, -4.4, -1.9, 3.7, -7.5, -1.6
CCOC(=O)c1sc(NC(=O)OC)c(C(=O)OC)c1C
→ 2.2, -0.4, 4.8, 3.9, -0.4, -1.4, 0.6, -3.2, -1.9
CCC(C)N1CC(C(=O)NC2CCCCC2)CC1=O (centres undefined)
→ 2.6, 1.7, 4.0, -7.5, 0.3, 4.0, -2.9, -5.6, 3.5

(more compounds)
Below each compound – PAFAH1B2 FP inh, PAFAH2 FP inh, PAFAH1B3 FP inh, Fam108B inh, PAD4 inh, GSTO1 inh, pPAFAH inh, PME-1 primary, LYPLA1 inh
COc1cccc(-n2cc(C(=O)NC(C)C)c3ccccc3c2=O)c1
→ -1.9, 0.3, 8.8, 6.7, 2.4, 3.4, -3.2, 4.1, -0.4
COc1ccc(-c2oc3ccc(-c4cc(OC)c(OC)c(OC)c4)cc3c2C#Cc2ccsc2)cc1
→ -1.6, 2.5, -12.2, -2.5, -2.1, -0.2, 4.6, 0.6, -0.5
COc1cc(C(=O)NCCC2=CCCCC2)ccc1OC1CCN(C(C)=O)CC1
→ -1.5, 2.6, 5.4, 3.7, 1.2, -5.4, 2.8, -0.5, -2.0
COc1ccc(C2C3=C(CCCC3=O)N(CC(=O)O)C3=C2C(=O)CCC3)cc1Cl
→ 2.6, 5.6, 8.6, 0.5, -1.6, 16.0, 19.2, 6.3, 2.4
O=C(C1CCC(CNc2c(N3CCCCC3)c(=O)c2=O)CC1)N1CCN(C2CCCCC2)CC1 (centres undefined)
→ 4.9, -3.0, 0.1, 1.9, -7.0, -4.1, -1.2, 0.1, 2.5
CCC1CCCCN1C(=S)Nc1ccc(S(=O)(=O)Nc2ncccn2)cc1 (centres undefined)
→ 6.9, -5.0, -7.2, -1.6, -1.2, -5.3, -13.1, 1.2, 0.0
Cc1nn(Cc2cccc(C(=O)O)c2)c(C)c1[N+](=O)[O-]
→ 4.7, -7.0, -0.9, 1.3, -5.5, 1.3, 3.2, 1.2, -4.5
CCOC(=O)Cc1c(C)nc2c(-c3ccc(Cl)cc3)cnn2c1C
→ 3.5, 0.6, 12.4, 1.6, -2.8, -1.1, 2.0, -7.3, -4.2
N#CCSc1nc2c(cc1C#N)CCCC2
→ 5.3, -2.1, 9.8, 1.6, -1.4, 2.3, -6.1, 25.1, 0.7
COc1ccc(-c2ccc(SC)nn2)cc1
→ -3.2, -5.0, 0.4, -1.0, 0.0, 3.8, 3.4, 3.7, 2.8
CN1C2CCC1CC(NC(=O)CSc1ccc(Cl)cc1)C2 (centres undefined)
→ 3.7, -2.3, 0.1, 0.8, -4.0, 5.0, -2.7, -1.2, -4.0
O=S1(=O)CCN=C2SC3=C(CCCC3)N21
→ 0.8, -0.3, -2.2, -4.2, 2.9, 6.4, 1.4, 2.5, 2.0
N=c1ccn(Cc2ccc(Cl)cc2)cc1
→ -2.1, -1.6, 2.6, 9.6, 3.9, -1.0, 1.5, 1.2, 2.0
Cc1ccc(CSCC2Nc3ccc(C(=O)N4CCN(c5ccc(F)cc5)CC4)cc3NC2=O)cc1 (centres undefined)
→ -0.5, -13.7, -0.5, 1.6, -28.0, -20.3, 16.0, -10.4, -9.6
O=C(Nc1ccccc1)/C(=C\c1ccc2c(c1)OCO2)NC(=O)c1ccco1
→ -2.2, 1.5, 13.6, 1.4, -2.7, 1.8, 3.3, -4.0, 3.5

Going on with the list:
Below each compound – PAFAH1B2 FP inh, PAFAH2 FP inh, PAFAH1B3 FP inh, Fam108B inh, PAD4 inh, GSTO1 inh, pPAFAH inh, PME-1 primary, LYPLA1 inh
COCC(=O)n1nc(-c2ccccc2)nc1NCc1ccc(N(C)C)cc1
→ 4.1, 5.3, 2.5, -0.9, -1.8, 5.4, -6.2, -5.8, 2.2
COc1cccc(C(=O)NCCN2C(=O)S/C(=C/c3cccs3)C2=O)c1OC
→ -0.3, 5.8, -7.8, -3.7, 1.4, -5.4, 7.3, 0.1, -2.5
COc1ccc(S(=O)(=O)NCC(c2cccnc2)N2CCN(Cc3ccccc3)CC2)cc1 (centres undefined)
→ 2.6, 0.1, 4.8, -4.5, 6.2, 12.9, -1.2, 3.7, -1.1
CCOc1ccccc1CN1CCNC(=O)C1CC(=O)NC1CCCCC1 (centres undefined)
→ -3.7, 10.6, 1.3, -0.9, 0.9, -6.3, 6.6, 1.8, 4.2
O=C(NCc1ccco1)C1CCN(c2nc3ccccc3n2Cc2ccc(F)cc2)CC1
→ -0.3, 2.6, -0.6, 2.5, 0.6, 3.5, 19.7, 0.7, -0.8
O=C(CSc1nnc(NC(=O)c2ccc(F)cc2)s1)NC1CC1
→ 2.2, -1.2, 1.9, -2.5, -5.3, -1.6, 0.0, -11.0, 2.6
CCNC(=O)NC(=O)C(C)OC(=O)[C@H](C)NS(=O)(=O)c1c(C)c(C)cc(C)c1C (some centres undefined)
→ 4.1, -1.7, 4.0, 3.6, 1.7, 4.5, -0.1, -3.0, 0.6
CCCOc1ccc(C2=NNC(c3cccs3)=Nc3ccc(OC)cc32)cc1
→ -4.4, 1.6, 9.1, -1.1, 1.3, -4.3, 1.6, -1.8, -4.6
C#Cc1ccc(CN2CCN(Cc3ccsc3)C(CCO)C2)cc1 (centres undefined)
→ 2.3, -2.7, 2.3, -0.7, -4.8, -4.2, 7.3, -3.0, -0.2
CCn1c(SCC(=O)OC)nnc1-c1ccc(C)cc1
→ -1.7, 1.9, 5.6, 3.8, -5.6, 11.1, 0.0, -5.9, 1.8
COc1ccc(C(=O)C2CCCN(Cc3sc(N4CCCC4)nc3Cl)C2)c(OC)c1 (centres undefined)
→ 11.9, 6.1, 4.3, -0.9, 0.0, 4.9, -5.3, 4.1, -5.8
CC1=Nn2c(nnc2-c2n[nH]c3c2CCC3)SC1
→ 4.3, 5.4, 12.0, 1.1, 4.8, -2.2, 2.2, -7.7, 0.2
Cc1cc(/C=N/n2cnnc2)c(C)n1-c1ccc2c(c1)OCO2
→ 0.3, -9.1, 3.3, -0.1, -0.1, -6.0, 8.2, 1.5, -2.3
Nc1nc(SCC(=O)c2c(N)n(Cc3ccccc3)c(=O)[nH]c2=O)n[nH]1
→ 2.2, 2.5, -1.1, 0.9, -6.5, 3.6, 3.9, -0.3, 0.9
CCC(=O)N1CCc2cc(Br)cc(S(=O)(=O)CCC(=O)NCc3ccco3)c21
→ 3.0, 1.0, 8.7, -1.4, -2.7, 2.9, 5.7, 2.8, -8.4

Later entries.
Below each compound – PAFAH1B2 FP inh, PAFAH2 FP inh, PAFAH1B3 FP inh, Fam108B inh, PAD4 inh, GSTO1 inh, pPAFAH inh, PME-1 primary, LYPLA1 inh
CC1CCC(NC(=O)CCNC(=O)c2ccccc2)CC1 (centres undefined)
→ 2.3, -2.2, 6.7, -3.3, -4.0, -1.6, 8.4, 0.9, -0.3
Cn1ccsc1=NC(=O)c1ccc(Cl)c([N+](=O)[O-])c1
→ 6.0, -1.7, 2.2, -5.6, 2.9, -2.5, 4.3, -11.2, 3.2
COc1cc(C(=O)OCC(=O)Nc2ccc(OC(F)F)cc2)cc(OC)c1OC
→ 4.2, 16.4, 2.0, -0.5, 2.9, 1.9, 2.5, -4.2, 0.6
COC(=O)C1C2C=CC3(CN(Cc4cccs4)C(=O)C13)O2 (centres undefined)
→ -3.7, -3.8, 2.0, -3.5, 2.9, 5.7, 3.1, -1.9, -0.9
COc1cccc(CC2(CO)CCN(Cc3ccc4cccc(F)c4n3)CC2)c1
→ -1.6, 13.7, -1.2, 5.9, -3.6, 2.5, 7.8, -13.9, -1.6
CC1(C)OC(=O)C(=Cc2ccc[nH]2)C(=O)O1
→ -4.4, 11.1, 7.7, 3.6, 4.5, 0.6, 4.9, 1.7, 0.7

Only part of the results is shown; the hit share may differ from the screen's.
